Cav32 inh – Cav3.2 calcium influx blockers – cell-based, Fluo-4 calcium fluorescence, FDSS, MLSMR library, primary screen; B-score at 10 µM; Voltage-dependent T-type calcium channel subunit alpha-1H (Homo sapiens), O95180; Cav3.2-expressing cells; active compounds read low; 4% of 100,000 active;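 active = single-dose well whose peak fluorescence ratio is a statistical outlier from its plate by either plate-standardised score or position-corrected B-score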
* = called active by the depositor.

SMILES	Cav32 inh
CCn1c(SCC(=O)Nc2ccccc2C(=O)OC)nnc1-c1ccc(N)cc1	0.86
CCN1CCN(C(c2cccnc2)c2cc(Cl)c3cccnc3c2O)CC1 (stereo unspecified)	0.92
CCn1c(C)c(C(C)=O)c(N2CCC(C(N)=O)CC2)nc1=S	0.42
ON1C2CCCCC2N(O)C1c1ccccc1C(F)(F)F (stereo unspecified)	1.1
CC(C)(C)[C@H]1C=C(C(=O)NCc2nc3ccccc3[nH]2)O[C@@H](OCCCCO)C1	0.39
CC(C)CO/C(=N/S(=O)(=O)c1ccccc1)c1ccccc1	-4.1*
O=C(CSc1ncc(-c2ccc(F)cc2)n1Cc1ccco1)Nc1ccc2c(c1)OCO2	-4.8*
CCOC(=O)C(NC(=O)CC)(Nc1ccc(S(=O)(=O)Nc2ncccn2)cc1)C(F)(F)F (stereo unspecified)	0.78
O=C(NCc1ccccc1)c1ccc2c(=O)n(CC3CCCO3)c(=S)[nH]c2c1 (stereo unspecified)	-3.1
Cn1nnnc1SCc1ccc(C(=O)Nc2ccc(Br)cc2)cc1	0.057
Cc1csc(-c2cnn(-c3ccccc3)c2NC(=O)c2ccccc2)n1	0.21
Cc1nc2c(Cl)cccc2[nH]1	0.6
COc1ccc(C(=O)NC2CC3CCCC(C2)N3CC(C)C)cc1OC (stereo unspecified)	0.065
CCOC(=O)c1c(N)sc(C(=O)N2CCOCC2)c1C	0.63
Cc1ccc(C(C)C)c(Oc2nnnn2-c2ccccc2)c1	-1.8

Sorted by molecular weight (rising): 3 of the compounds above
SMILES	Cav32 inh
Cc1nc2c(Cl)cccc2[nH]1	0.6
ON1C2CCCCC2N(O)C1c1ccccc1C(F)(F)F (stereo unspecified)	1.1
Cn1nnnc1SCc1ccc(C(=O)Nc2ccc(Br)cc2)cc1	0.057

The list continues:
SMILES	Cav32 inh
COc1ccc(OC)c(S(=O)(=O)N2c3cc(F)ccc3CCC2C)c1 (stereo unspecified)	-2.2
Cc1c(Cl)cccc1NC(=O)CC(C(=O)O)C1CCCO1 (stereo unspecified)	-0.6
CCOC(=O)c1c(NC(=O)CSc2nnc(-c3ccc(C)cc3)o2)sc(C(C)=O)c1C	-3.4
O=C(COc1cc(Cl)c(Cl)cc1Cl)NC(=O)NC1CCCC1	-0.071
O=C(Nc1ccc(NC(=O)C2CC2)nc1)c1ccco1	0.72
Cc1cc(C)n(C(=O)CNC(=O)c2cccs2)n1	1.2
O=C(NCc1ccccn1)c1c(O)c2c([nH]c1=O)CCCC2	-0.085
O=C(NC1CCCCC1)c1ccc(S(=O)(=O)N2CCOCC2)cc1	-0.11
CC(C)CCNC(=O)CCNS(=O)(=O)c1ccc(Cl)cc1	0.3
COc1cc(OC)c2c3c(c(C4CCCCC4)nc2c1)CCC3	0.44
COc1cccc(CNn2c(-c3cccc(C)c3)nc3ccccc3c2=O)c1	-2.4
CC(C)Cn1c(=O)[nH]c2ccccc21	0.032
CCCc1cc(C(N)=O)c(NC(=O)C2CCCO2)s1 (stereo unspecified)	0.077
CC1(C(=O)NC2CCCC2)CCC(=O)N1Cc1ccccc1Cl (stereo unspecified)	0.44
N#CC1=C(N)OC2=C(C(=O)CCC2)C12CCN(C(=O)OCc1ccccc1)CC2	-0.49
CC(=O)N1CCN(C2=Nc3cccc4cccc2c34)CC1	-0.42
CSc1ccc(-c2nnn(Cc3ccc(C)cc3)n2)cc1	-0.41
CC1CN(Cc2ccc(Cl)cc2Cl)CC(C)O1 (stereo unspecified)	0.066
CC(C)Nc1nc(Cl)nc(NNC(=O)C(C)Oc2ccccc2)n1 (stereo unspecified)	0.84
Cc1ccc(NC(=O)c2cc(C)on2)cc1	-2.3
CCS(=O)(=O)NCC(c1cccnc1)N1CCN(c2ccc(F)cc2)CC1 (stereo unspecified)	-0.18
Cc1cc(C(=O)N2CCOCC2)n(-c2ccccc2)n1	-0.055
COc1cc(/C=N/n2cnnc2)ccc1OCc1ccc(C)cc1	0.026
Cc1noc(C)c1COC(=O)CCC(=O)c1ccc(F)cc1	-0.38
COc1ccc(C)cc1S(=O)(=O)Nc1cccc(SC)c1	0.11
COc1ccc(N(CC(=O)NC(C)C)S(=O)(=O)c2ccc(NC(C)=O)cc2)cc1	0.64
Cc1nc2sccn2c(=O)c1Cl	0.44
CC(C)CN(CCC(=O)O)CC(C)C	2.1
COc1ccc(N(CC(O)CN2CCCCC2)S(=O)(=O)c2ccc(C)cc2)cc1 (stereo unspecified)	1.3
CC(C)(C)n1ncc2c(=O)n(CC(=O)N3CCc4ccccc43)cnc21	1
N#Cc1ccc(-c2ccc(F)cc2)nc1Oc1ccc(F)cc1	-1.1
Fc1ccccc1CSc1nc2ncc(Br)cc2[nH]1	-0.64
Cc1[nH]c2ccc(-c3nnc(SCC(=O)N4CCCc5ccccc54)o3)cc2c1C	-0.22
CCCCn1c(N)c(-c2nc3ccccc3s2)c2c([N+](=O)[O-])nn(C)c(=O)c21	0.47
Cc1c(NS(C)(=O)=O)c(=O)n(-c2ccccc2)n1C	0.81
CCN(CC)Cc1c(O)ccc2c(=O)c(-c3ccc4c(c3)OCCO4)coc12	-0.45
CCOC(=O)Cc1csc(NC(=O)c2ccc3c(c2)OCO3)n1	-0.63
N#Cc1c(-c2ccccc2)nc2n(-c3ccccc3)nc(C(=O)Nc3ccccc3)n2c1=O	-1.1
C=CCn1c(SCc2nc3c(c(=O)[nH]c(=O)n3CCCC)n2CCC)nnc1-c1ccccc1	0.48
CCCCOc1ccc(CN(C)c2ncnc(N)n2)cc1	-1.1
COc1ccc(N2C(=O)CCC(C(=O)N3CCC(C(N)=O)CC3)C2c2ccc(F)cc2)cc1 (stereo unspecified)	0.31
Cc1sc2nc(SCC(=O)c3cc(C)n(CC4CCCO4)c3C)n(C(C)C)c(=O)c2c1C (stereo unspecified)	-4.1*
COc1ccc([N+](=O)[O-])cc1NC(=O)CC(C)c1ccccc1 (stereo unspecified)	-3.4
Cc1ccc(S(=O)(=O)N2CCOCC2)cc1C(=O)Nc1c(C)n(C)n(-c2ccccc2)c1=O	0.99
CCCC(=O)NC(Nc1cc(C(F)(F)F)ccc1Cl)C(Cl)(Cl)Cl (stereo unspecified)	-1.9

In the list so far, 2 contain a tert-butyl group.
SMILES	Cav32 inh
CC(C)(C)[C@H]1C=C(C(=O)NCc2nc3ccccc3[nH]2)O[C@@H](OCCCCO)C1	0.39
CC(C)(C)n1ncc2c(=O)n(CC(=O)N3CCc4ccccc43)cnc21	1

(further entries)
SMILES	Cav32 inh
CC1CN(C(=O)Cn2cnc3c2c(=O)n(C)c(=O)n3C)CC(C)O1 (stereo unspecified)	-0.35
COc1ccc(OC)c(Nc2nc(-c3cccs3)cs2)c1	0.27
COc1ccc(CNC(=O)CSc2nnnn2Cc2ccccc2)cc1	-1.4
COC(=O)CCCC1=CC2=C(c3ccccc3)C(=O)C(C)(OC(=O)C3CCCC3)C(=O)C2=CN1Cc1ccc2c(c1)OCO2 (stereo unspecified)	-1.8
O=C(O)CCC(=O)N1CCN(c2nc3ccccc3s2)CC1	-0.33
Cc1cc2oc3ccc(NCCCn4ccnc4)cc3c(=O)c2cc1C	0.072
CC(=O)c1c(C)[nH]c(C(=O)OCC(=O)N2CCN(S(=O)(=O)c3ccc(C)cc3C)CC2)c1C	-0.82
CC(=O)OC(C(=O)NCc1ccc2c(c1)OCO2)c1ccccc1Cl (stereo unspecified)	0.24
Cc1ccccc1N1C(=O)c2cccc3c(N(C)CCO)ccc(c23)C1=O	-4.3*
CCOC(=O)c1c(N)sc(=S)c2c1CCC2	0.21
Fc1cccc(Cl)c1Cn1nnc(-c2ccc(N3CCOCC3)cc2)n1	-0.11
COc1ccc(N/C(=N\c2nc(C)cc(C)n2)NC(=O)C(C)C)cc1OC	-0.036
CCCN(CCC)CCNC(=O)c1cc2c(=O)n(C)c3ccccc3c2n1C	1.3
O=C(CSc1nnc(CNC(=O)c2c(F)cccc2Cl)o1)c1ccccc1	0.17
Cn1c(CCN2CCCCC2)nc2cc(NS(=O)(=O)c3ccccc3)ccc21	0.012

Gathered by group, the compounds so far containing a COOH group (three)
SMILES	Cav32 inh
Cc1c(Cl)cccc1NC(=O)CC(C(=O)O)C1CCCO1 (stereo unspecified)	-0.6
CC(C)CN(CCC(=O)O)CC(C)C	2.1
O=C(O)CCC(=O)N1CCN(c2nc3ccccc3s2)CC1	-0.33

(listing goes on)
SMILES	Cav32 inh
O=C(CCn1c(=O)oc2ccccc21)NCCN1CCc2ccccc2C1	0.48
O=S(=O)(Nc1ccc(Cc2ccncc2)cc1)c1ccc(Br)s1	0.042
O=C(NCCCN1CCOCC1)c1ccc(CS(=O)(=O)Cc2ccccc2Cl)o1	0.52
CCOC(=O)CSc1nc2ccccc2n1CC(=O)N1CCN(c2ccccc2)CC1	0.56
O=C(CCS(=O)(=O)c1cccs1)Nc1ccc(C(=O)NCc2ccccc2)cc1	0.54
CCOC(=O)C(C)Sc1nc2c(c(=O)[nH]c(=O)n2C)n1C/C=C(/C)Cl (stereo unspecified)	2.9
CC1=C(C(=O)OCCOc2ccccc2)C(c2ccc(C)o2)C2=C(CC(C)(C)CC2=O)N1 (stereo unspecified)	-7.1*
CC1CCCCC1NC(=O)c1ccc(N2CCCC2=O)cc1 (stereo unspecified)	-5.1*
Cc1ccc(S(=O)(=O)N2CCC(=O)N(C(CO)Cc3ccccc3)CC2)cc1 (stereo unspecified)	0.89
O=C(NCCc1nc2ccccc2[nH]1)Nc1ccccc1	0.6
CN(C)S(=O)(=O)N1CCC(CCCC2CCN(S(=O)(=O)N(C)C)CC2)CC1	0.11
CCOC(=O)CSc1nc2ccccc2c(=O)n1CC	-1.4
CCN1C(c2ccccc2)=C(c2ccccc2)S/C1=C\C=C1/SC(=S)N(C)C1=O	-1.4
CCn1c(SCC(=O)NCc2ccccc2)nc2c(c1=O)SC(C)C2 (stereo unspecified)	0.76
CCN(CC)C(=O)c1sc(NC(=O)c2ccc3c(c2)OCO3)c(C#N)c1C	0.67
O=C(C1CCCCN1S(=O)(=O)c1ccccc1)N1CCN(C(c2ccccc2)c2ccccc2)CC1 (stereo unspecified)	-1.2
Cn1c(SCC(=O)Nc2ccc3cn[nH]c3c2)nnc1-c1cnccn1	0.055
O=C(O)c1ccc(O)c(O)c1	-1.8
C/C(N)=C(/C#N)C(=O)CSc1ncnc2ccccc12	0.34
COC(=O)c1cc(NC(=O)CC2C(=O)NCCN2C(=O)c2ccc(F)cc2)cc(C(=O)OC)c1 (stereo unspecified)	1.4
O=C1CN(C(=O)COC(=O)C2=COCCO2)c2ccccc2N1	0.92
COC(=O)[C@@]1(Cc2ccc(F)cc2)[C@H]2c3cc(C(=O)N(C)C)n(CCc4ccccn4)c3C[C@H]2CN1C(=O)c1ccccc1	1.4
Cc1ccc(S(=O)(=O)Nc2ccc(NC(=O)CN3CCCCC3)c(Cl)c2)cc1	-2.3
COc1ccccc1N1CCN(C(=O)C2CCN(S(=O)(=O)N3CCOCC3)CC2)CC1	-0.18
COc1ccccc1CO/N=C/c1cccn1-c1nccc(N(C)C)c1C#N	-1.4
O=c1/c(=C/c2ccco2)sc2n1CN(c1ccccc1)CN=2	-0.038
Cc1cc(-c2ccccc2)nc(SCC(=O)c2cccc([N+](=O)[O-])c2)n1	-2.6
Cc1ccc(S(=O)(=O)c2c(N)n(CCC(C)C)c3nc4ccccc4nc23)cc1	-1.3
O=C(O)C1OC(C(=O)O)C2C1C(F)(F)C2(F)F (stereo unspecified)	-0.26
Cc1nc2c3ccccc3n(CC(=O)c3ccc(F)cc3)c(=O)n2n1	1.8
CC(Sc1nc2ccccc2[nH]1)C(=O)Nc1ccc2c(c1)OCCO2 (stereo unspecified)	-3.1
Cc1cccc(N(C(=O)CCC(=O)Nc2cccnc2)C(C(=O)NC2CCCC2)c2ccncc2)c1 (stereo unspecified)	0.98
CCCc1nnc(SCC(=O)O)n1/N=C/c1ccc2c(c1)OCO2	-0.022
CCOC(=O)c1ccc(NC(=O)Nc2ccn(C)n2)cc1	0.041
CC#CCN(CC#CC)S(=O)(=O)c1ccc(S(=O)(=O)N2CCOCC2)cc1	0.88
Cn1cc(CNC(=O)C2CCCCC2)cn1	-4.6
CCOc1cc(C(=O)NCC(C)CN(C)C)cc(OCC)c1OCC (stereo unspecified)	0.28
CCc1nnc(NC(=O)CSc2nnc(Cc3ccccc3)n2-c2ccccc2)s1	-4.5*
Cc1cccc(CCNC(=O)C2CCN(S(=O)(=O)c3c(C)nn(C)c3C)CC2)c1	1
O=C(O)c1cnc(-c2ccccc2)nc1Sc1ccccc1	-3.2
CN(C)CCC1Sc2ccccc2Oc2ccccc21 (stereo unspecified)	0.36
CCN(c1nc(C)cc(OC)n1)S(=O)(=O)c1ccccc1	0.014
CC(C)CNC(=O)CSc1nnc(-c2cccc(S(=O)(=O)N3CCCCC3)c2)o1	1.1
CCOC(=O)CC1C(=O)NC2CCCCC2N1C(=O)Nc1ccc(Cl)cc1 (stereo unspecified)	-0.19
CC1(C)CC(=O)c2c(n(-c3cccc4ccccc34)ccc2=O)C1	-0.0026

Exported bar-delimited: entries from further up
mol | Cav32 inh
CCOc1cc(C(=O)NCC(C)CN(C)C)cc(OCC)c1OCC (stereo unspecified) | 0.28
Cn1cc(CNC(=O)C2CCCCC2)cn1 | -4.6
CCOC(=O)c1ccc(NC(=O)Nc2ccn(C)n2)cc1 | 0.041

Later entries.
SMILES	Cav32 inh
Cc1sc2ncnc(-n3cnc4ccccc43)c2c1C	-0.012
CCCOC(=O)c1ccc(Oc2c(-c3ccc(OC)cc3O)n[nH]c2C)cc1	-1.3
CC1CCc2nn(CC(=O)NCCCN3CCOCC3)cc2C1 (stereo unspecified)	0.078
O=C(CN1CCCC1)Nc1c2c(nc3ccccc13)N(Cc1ccccc1)CC2	1.1
CCOC(=O)c1ccc2[nH]c3c(c2c1)CN(C)CC3	-0.71
COc1ccccc1N1CCN(C(=O)C(C)N(c2ccc(C)c(C)c2)S(C)(=O)=O)CC1 (stereo unspecified)	-0.19

Screens as filed in PubChem.

A portion of the library (hit frequency here may not be typical).
